Screening results (PubChem)
KDM5B inhibitor = inhibitors of human KDM5B histone demethylase. actives 2.6% (n = 220,000). KDM5B demethylase, FDH-coupled NADH fluorescence (FDH is formaldehyde dehydrogenase). Potency, µM (doses to about 57.7 µM), without a hit: top-dose activity change, negative = inhibition, usual class: inhibitors. Q9UGL1. AID 1347165; active means well fitted inhibition curve with a large enough effect; inconclusive means small, poorly fitted or top-dose-only effect; inactive means no such curve, though single readings can be large or run the other way; further: 0% is about no effect; nearly all actives have a fitted effect of over 70% in size
Target sequence (Q9UGL1 whole entry, looked up): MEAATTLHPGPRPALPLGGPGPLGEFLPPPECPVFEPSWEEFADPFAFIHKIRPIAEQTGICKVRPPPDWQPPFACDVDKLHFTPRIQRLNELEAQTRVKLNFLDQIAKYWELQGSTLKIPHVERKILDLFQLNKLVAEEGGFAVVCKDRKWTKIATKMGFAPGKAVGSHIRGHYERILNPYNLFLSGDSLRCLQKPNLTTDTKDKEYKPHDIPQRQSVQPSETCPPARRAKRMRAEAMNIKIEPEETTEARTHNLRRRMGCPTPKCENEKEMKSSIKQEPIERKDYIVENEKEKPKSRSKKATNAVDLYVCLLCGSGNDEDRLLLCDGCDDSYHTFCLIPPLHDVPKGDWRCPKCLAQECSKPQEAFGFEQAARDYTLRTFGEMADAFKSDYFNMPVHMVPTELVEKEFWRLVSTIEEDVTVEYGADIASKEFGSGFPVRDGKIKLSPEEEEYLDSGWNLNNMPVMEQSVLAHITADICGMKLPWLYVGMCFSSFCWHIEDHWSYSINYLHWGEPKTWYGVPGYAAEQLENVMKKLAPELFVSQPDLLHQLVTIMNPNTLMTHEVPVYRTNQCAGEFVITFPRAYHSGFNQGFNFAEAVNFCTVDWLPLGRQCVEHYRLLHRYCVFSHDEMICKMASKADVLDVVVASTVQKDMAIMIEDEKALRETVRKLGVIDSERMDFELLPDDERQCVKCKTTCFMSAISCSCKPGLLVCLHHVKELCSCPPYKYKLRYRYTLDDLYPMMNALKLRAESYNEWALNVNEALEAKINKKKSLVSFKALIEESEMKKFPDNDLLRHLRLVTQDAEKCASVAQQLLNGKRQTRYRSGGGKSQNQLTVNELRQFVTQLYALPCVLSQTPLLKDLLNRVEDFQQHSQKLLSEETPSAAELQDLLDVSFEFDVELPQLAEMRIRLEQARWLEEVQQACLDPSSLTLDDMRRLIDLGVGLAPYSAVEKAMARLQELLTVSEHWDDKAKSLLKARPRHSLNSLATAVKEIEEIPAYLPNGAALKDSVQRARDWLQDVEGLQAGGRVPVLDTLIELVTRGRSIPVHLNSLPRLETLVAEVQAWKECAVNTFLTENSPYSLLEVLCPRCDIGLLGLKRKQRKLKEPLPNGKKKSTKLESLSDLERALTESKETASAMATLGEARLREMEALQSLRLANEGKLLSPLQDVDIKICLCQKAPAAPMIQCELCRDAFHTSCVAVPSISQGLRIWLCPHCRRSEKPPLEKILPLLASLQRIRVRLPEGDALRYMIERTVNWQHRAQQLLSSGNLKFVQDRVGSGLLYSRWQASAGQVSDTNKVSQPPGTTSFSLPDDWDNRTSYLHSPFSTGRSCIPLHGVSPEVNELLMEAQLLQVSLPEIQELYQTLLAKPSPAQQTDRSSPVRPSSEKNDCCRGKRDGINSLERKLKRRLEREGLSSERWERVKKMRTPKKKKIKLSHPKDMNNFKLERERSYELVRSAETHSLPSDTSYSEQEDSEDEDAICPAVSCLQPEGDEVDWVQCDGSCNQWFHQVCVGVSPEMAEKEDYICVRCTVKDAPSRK
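Coupled FDH/NAD⁺ fluorescence readout. KDM5BΔAP 200 nM final; compound titration, 10 min RT preincubation; substrate mix 12.5 µM H3K4me3, 25 µM 2-OG, 50 µM Fe(II), 100 µM ascorbate, 0.25 mM NAD⁺, 0.25 U/mL FDH; ΔRFU over 30 min.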
* marks the source's active call; other numbers are inactive results; i = inactive; u = inconclusive; [ ] = another dose, or the depositor's remark. Potency means the concentration at half of the fitted maximal effect.

SMILES	KDM5B inhibitor
CC(=O)N1CCN(C(=O)CCc2nc(Cc3ccccc3)no2)CC1	2.6%
Cc1nc2cc(NC(=O)COc3cc(C(C)C)ccc3C)ccc2o1	-13.2%
COc1ccc(S(=O)(=O)N(CC(=O)NC2CCCCCC2)c2ccc(C)cc2)cc1OC	14.5%
COc1ccc2cc(C(=O)N3CCC(C(=O)N4CCCC4)CC3)[nH]c2c1	8.1%
CCCCCOC(=O)CCN1C(=O)/C(=C2\SC(=S)N(CCC(=O)OCCCCC)C2=O)SC1=S	25.3%
O=C(C1CCCN(c2cn[nH]c(=O)c2)C1)N1CCN(c2ccccn2)CC1 (stereo not given)	-1.7%
CCCCn1c(=O)c2oc3ccccc3c2n(CC(=O)Nc2ccc(CC)cc2)c1=O	4.6%
Cc1cccc(Nc2nc(-c3cc4cc(Br)ccc4oc3=O)cs2)c1	-4.9%
COC1CCOC2(CCN(C(=O)Nc3cccc(C)c3)CC2)C1 (stereo not given)	-3.5%
Cc1nn(-c2ccccc2)c2c1C(C(F)(F)F)(C(F)(F)F)N=C(N(C)C)O2	-8.9%
COc1cccc(CNC(=O)C(C)n2c(=O)cc(-c3ccccc3)c3c(C)nn(C)c32)c1 (stereo not given)	u
O=C(NCCCNC(=O)c1ccccc1)c1ccccc1	27.5%
COc1ccc(C)cc1NC(=O)CN1C(=O)CSc2ccc(S(=O)(=O)N3CCCC3)cc21	-41.4%
CCOc1ccc(OCC)c(NC(=O)c2cc(-c3cccs3)nc3ccccc23)c1	-19.2%
CCC(O)c1cc2n(n1)CCN(CC(=O)Nc1cnn(C)c1)C2 (stereo not given)	u
COc1ccc(OC)c(C2C3=C(CC(C)(C)CC3=O)OC3=C2C(=O)CC(C)(C)C3)c1	18.9%
CCCNC(=O)CCn1nc(-c2ccc(C)cc2)c2ccccc2c1=O	u
COC(=O)C1(C(=O)/C=C/c2ccc(Cl)cc2)CCCCC1	0.6%
CCn1c(=O)c2cc(C(=O)N(CCN(C)C)Cc3ccccc3)sc2c2ccccc21	u
COC(=O)C1=C(C)N=C2SC=C(CC(=O)N3CCOCC3)N2C1c1ccc(OC)cc1OC (stereo not given)	-25.7%

Part of the list above, reformatted.
Structure,KDM5B inhibitor
CCC(O)c1cc2n(n1)CCN(CC(=O)Nc1cnn(C)c1)C2 (stereo not given),u
COc1ccc(OC)c(C2C3=C(CC(C)(C)CC3=O)OC3=C2C(=O)CC(C)(C)C3)c1,18.9%
CCCNC(=O)CCn1nc(-c2ccc(C)cc2)c2ccccc2c1=O,u
COC(=O)C1(C(=O)/C=C/c2ccc(Cl)cc2)CCCCC1,0.6%

The listing picks up, starting three compounds before the break.
SMILES	KDM5B inhibitor
COC(=O)C1(C(=O)/C=C/c2ccc(Cl)cc2)CCCCC1	0.6%
CCn1c(=O)c2cc(C(=O)N(CCN(C)C)Cc3ccccc3)sc2c2ccccc21	u
COC(=O)C1=C(C)N=C2SC=C(CC(=O)N3CCOCC3)N2C1c1ccc(OC)cc1OC (stereo not given)	-25.7%
Cn1nc(C(=O)N2CCC(OCCOc3ccccc3)CC2)c2ccccc21	-16.4%
Cc1cc(C)c2oc(=O)cc(CN3CCC(C(N)=O)CC3)c2c1	-5.8%
S=C(NNC(=S)NC1CCCCC1)NC1CCCCC1	0.4%
Cc1oc2cc(OCC(=O)N3CCCCC3)ccc2c(=O)c1-c1ccc(Cl)cc1	6.8%
CC(=O)c1c(C)[nH]c(C(=O)Cn2c(=O)c3c(ncn3CC(C)C)n(Cc3ccccc3)c2=O)c1C	5.7%
CCOCCCNC(=O)c1ccc2c(=O)n(CCc3ccccc3)c(=O)[nH]c2c1	-17.0%
Cc1c(CC(=O)Nc2ccc(Cn3cncn3)cc2)c(=O)oc2cc(O)ccc12	u
CCNC(=O)[C@@H]1C[C@H](NC(=O)c2ccc(CO)o2)CN1Cc1nccs1	-4.0%
COc1ccc(CNS(=O)(=O)c2ccc3c(c2)C(C)(C)C(=O)N3C)cc1OC	13.0%
O=C1Nc2ccc(-c3cccc(C(F)(F)F)c3)cc2C(=O)N2CCN(C(=O)[C@@H]3CSCN3)C[C@H]12	u
COc1ccccc1CNC(=O)c1ccc2c(c1)C(O)CCCCCN2C (stereo not given)	u
CCOC(=O)C1(C)C=C(Nc2ccc(Br)cc2)C(=O)N1c1ccccc1 (stereo not given)	1.5%
Cc1ccc(O)c(-c2cc(C(=O)Nc3ccc(S(=O)(=O)Nc4nccc(C)n4)cc3)[nH]n2)c1	-5.1%
O=C(N1CCCCC1)N1CCCC(c2nnc3n2CCNC3)C1 (stereo not given)	u
Cc1ccc(Nc2cc(C)nc3c(C)cc(C)c([N+](=O)[O-])c23)cc1	13.1%
Cc1cccc(C(=O)Nc2ccc(N3CCC(CCN4CCOCC4)CC3)c(C(=O)O)c2)c1	u
COc1ccc2c(COC(=O)c3cc4ccccc4cc3O)cc(=O)oc2c1	-21.8%
CCOc1cc(/C=C/C(=O)OCc2cccc(C)c2)cc(Cl)c1OC	u
CCn1nc(C(=O)OCc2cc(=O)oc3cc(O)ccc23)c2ccccc2c1=O	41.5%[activator]
Cc1nn2c(c1-c1ccccc1C(C)C)N(C(=O)c1ccn(C)n1)CCC2	12.2%[86.2 µM]
O=C(C1Cc2ccccc2CN1C(=O)c1ccccc1)N1CCN(c2ccccc2)CC1 (stereo not given)	11.7%
CNC(=O)C(C)(C)N1CCC[C@H]1C(=O)NCc1ccccc1	-21.5%[86.2 µM]
COC[C@@H]1CN(C(=O)Cn2ccc(C)n2)C[C@H]1c1ccccn1	23.0%
Cc1nn(C)cc1NC(=O)c1c(Br)cnn1C	-15.8%
O=C(C1CC(=O)N(c2n[nH]c3cccc(F)c23)C1)N1CCc2ccccc2C1 (stereo not given)	-18.3%
O[C@@H]1C[C@@H](c2nnc3n2CCN(Cc2ccccc2)C3)N(Cc2cccnc2)C1	u
Cc1nc(C2CCN(C(=O)[C@H]3CNC[C@H](C(=O)N4CCCC4)C3)CC2)n[nH]1	-8.3%
COc1ccc(/C=C2\SC(=S)N(CCC(=O)Nc3ccccc3C(=O)O)C2=O)cc1	8.1%
O=C(N[C@H](Cc1ccccn1)C1CC(O)C1)c1n[nH]c2c1CCCC2 (stereo not given in full)	-21.4%
O=C(C1CCC1)N1CC(Oc2ccccc2-c2nc(-c3cnccn3)no2)C1	6.9%
O=C(NCCc1ccccn1)C1CC(=O)N(c2n[nH]c3cc(Br)ccc23)C1 (stereo not given)	-24.2%
Cc1cccc(N2CCN(C(=O)Cn3cnc(S(=O)(=O)N4CCOCC4)c3)CC2)c1C	4.4%
COc1cccc2c1OCC(C(=O)N1CCC(Cn3cc(C)cn3)CC1)C2 (stereo not given)	-10.6%
CCN(Cc1ccc(OC)c(F)c1)C(C)c1nnc(-c2ccc(F)cc2)o1 (stereo not given)	1.5%
O=C(Nc1ccccc1)N1CCC(N2CC3CCCN3C2=O)CC1 (stereo not given)	-10.2%[86.2 µM]
O=C(CCCOC(=O)c1cc(Cl)ccc1[N+](=O)[O-])c1ccc(Br)cc1	10.9%
COc1ccc(-n2ccnc2-c2cc3n(n2)CCCNC3)c(OC)c1	u
COc1ccc(NC(=O)c2c(NCc3sccc3C)sc3c2CCCC3)c(OC)c1	u
COc1cc(OC)c(C(=O)N[C@H]2COC[C@H]2Cc2cc(C)no2)cc1OC	20µM*
O=C(Nc1ccc(F)cc1F)C1CCN(C(=O)c2cnn(-c3ccccc3)c2-n2cccc2)CC1	-3.0%
Cc1noc(-c2cccn3c(CNC(=O)c4c[nH]c5ccccc45)nnc23)n1	u
CN(CCNC(=O)C1CCN(c2cn[nH]c(=O)c2)C1)C1CCCCC1 (stereo not given)	3.8%
CN1C(=O)CCc2cc(NC(=O)Cc3ccc(Cl)cc3)ccc21	u
CCOC(=O)/C=c1/s/c(=C/c2ccc(Cl)cc2)c(=O)n1Cc1ccc(C(=O)OC)cc1	6.0%
CC(C)NC(=O)C[C@@H]1c2nc(NC(=O)c3ccc(C(C)(C)C)cc3)sc2C[C@@H]2[C@](C)(CO)[C@H](O)CC[C@]21C	31.6µM*
CNC(=O)N1CCC(C2CCN(C(=O)c3ccccc3OC)C2)CC1 (stereo not given)	4.4%
CCOCCSc1nc2c(c(=O)n(C)c(=O)n2C)n1Cc1ccccc1Cl	15.0%
O[C@H]1[C@H](NCc2ccc(OC(F)(F)F)cc2)[C@H]2CO[C@H](O2)[C@@H]1N1CCC(Cc2ccccc2)CC1	-15.3%
Nc1c(C(=O)Nc2ccc(Cl)c(C(F)(F)F)c2)sc2nc(-c3ccncc3)ccc12	u
COCCN1CCOC[C@H]2CCN(C(=O)c3ocnc3C)C[C@H]21	-9.3%
O=C(c1cccn2c(=O)c3cc(Cl)ccc3nc12)N1CCN(c2ccccc2F)CC1	-28.5%
N#Cc1cccc(C(=O)NCC(=O)N2CCCCCCNC(=O)CC2c2ccccc2)c1 (stereo not given)	0.8%
O=C(CSc1nccn1Cc1ccccc1)NC1CCCC1	10.9%
Cc1nn(C)c(C)c1S(=O)(=O)N(CC(=O)NCCc1ccc(Cl)cc1)c1ccc(C(C)C)cc1	7.2%
Cc1nc2ccccn2c1C(=O)NC(C)c1cnn(-c2ccccn2)c1C (stereo not given)	u
COc1ccc(C2NC(=O)N(CC(=O)NC(C)C)C3=C2C(=O)OC3)cc1 (stereo not given)	-15.1%
COc1ccc(OC)c(NC2c3ccccc3C(=O)N2Cc2ccccc2Cl)c1 (stereo not given)	10.3%
CNC(=O)N1C[C@@H](CN(C)C)[C@H](NS(=O)(=O)c2cc(F)ccc2C)C1	u
Cc1ccc(C2=NC3(CCN(C(=O)c4ccc(C)c(F)c4)CC3)ON2)cc1	-31.5%
CCOC(=O)c1ccc(NC(=O)CN2C(=O)NC3(CCCCCCC3)C2=O)cc1	-12.0%

(listing goes on)
SMILES	KDM5B inhibitor
O=C(c1ccc(Cl)cc1)N1CCC2(CC1)N=C(c1ccccc1)NO2	2.1%
N#Cc1nc(-c2ccccc2)oc1N1CCC(C(N)=O)CC1	i
CCOc1ccc(CN2CC(Oc3ccccc3C(=O)NC3CC3)C2)cc1	-10.1%
O=C(NCc1cnn(-c2ccccc2)c1)C1CCN(S(=O)(=O)c2ccccc2)CC1	16.5%
CC(C)CC(=O)Nc1nnc2n1CCS2	1.8%
CC/C(=N\NC(=O)C1CCCC1)c1ccc(Br)cc1	-11.4%
CCc1ccc(NC(=O)C(=O)NCCc2sc3nc(-c4ccc(OC)cc4)nn3c2C)cc1	-14.0%
N#Cc1ccc(CN2CCCN(S(=O)(=O)c3ccccc3)CCC(=O)NCC2)cc1	u
CCOC(=O)c1ccc(NC(=O)CCn2nc(C)c(S(=O)(=O)N3CCCCC3)c2C)cc1	11.9%
C/C(=N\OCC(=O)OC(C)C(=O)Nc1ccc(C(N)=O)cc1)c1ccc2c(c1)OCO2 (stereo not given)	-3.5%
CC1(C(=O)NCC2CCCO2)CCc2cnc(NCc3ccccc3)nc21 (stereo not given)	39.8µM*
Cc1cc(C)n(C2CC(=O)N(c3ccc(Cl)c(Cl)c3)C2=O)n1 (stereo not given)	24.0%
c1ccc(N2CCN(Cc3cccn3-c3nnc(N4CCN(C5CCCCC5)CC4)s3)CC2)cc1	11.3%
O=C(Cn1nc(-c2ccccc2)c2ccccc2c1=O)NCCO	27.5%
CCOc1ccc(-n2nc3cc(C)c(NC(=O)c4ccc(Br)o4)cc3n2)cc1	-16.8%
O=C(Nc1ccc(Br)cc1F)c1ccc2nc(N3CCOCC3)sc2c1	8.9%
O=C1NC2(CCN(Cc3ccncc3)CC2)Oc2ccccc21	-9.9%[86.2 µM]
O=C(c1ccccn1)N1CCN(C(=O)c2nnn3c2COC(c2ccccc2)C3)CC1 (stereo not given)	6.9%
O=C(C1CCCC1)N1CCC2(Cc3ccccc3NC2=O)C1 (stereo not given)	-13.3%[86.2 µM]
Cn1nc(C2CCCN(Cc3ccncc3F)C2)n(-c2ccccc2)c1=O (stereo not given)	-3.2%
COc1ccc(OC)c(NC(=O)c2cc(=O)c3c(C)cc(C)cc3o2)c1	-9.1%
CN(Cc1ccc(F)cc1)C(=O)c1ccccc1Cl	-13.1%[86.2 µM]
CNC1(c2nnnn2-c2ccccc2C)CCCC1	6.1%
CC(C)(C)NC(NC(=O)c1ccc(C(C)(C)C)cc1)C(Cl)(Cl)Cl (stereo not given)	-1.7%
Cn1nc(CC(=O)N2CCC(C(=O)N3CCCCCC3)CC2)c2ccccc2c1=O	11.6%
O=C1NCCOCCN(C(=O)Cc2c[nH]c3ccccc23)[C@H]2CCC[C@@H]12	-15.1%
CCC(C(=O)NCc1ccc(C(=O)OC)cc1)c1ccccc1 (stereo not given)	20.3%
Cc1cccc(C)c1NC(=O)CN1C(=O)NC2(CCC(C(C)(C)C)CC2)C1=O (stereo not given)	21.6%
COc1cc(/C=N/O)cc(OC)c1OC	-1.6%
Cc1cc(C)c(C(=O)N2CCC(=O)N(CC3CC3)C(C(C)C)C2)cc1C (stereo not given)	-2.9%
Fc1ccc(CCNc2cc(Cl)nc3ccnn23)cc1	-13.1%[86.2 µM]
CSc1nc(Nc2ccc(F)cc2)cc(-c2ccccc2)n1	u
COCC(=O)N[C@H]1CCN(C(=O)COC)[C@H](C(=O)N[C@H](Cc2ccccc2)C(N)=O)C1	-16.6%[86.2 µM]
Cc1ccc(NC(=O)C2CCCN2S(=O)(=O)c2cccc3cccnc23)cc1 (stereo not given)	-0.5%

Random excerpt: three compounds from above, in no set order.
SMILES	KDM5B inhibitor
CNC1(c2nnnn2-c2ccccc2C)CCCC1	6.1%
CCC(C(=O)NCc1ccc(C(=O)OC)cc1)c1ccccc1 (stereo not given)	20.3%
COc1cc(/C=N/O)cc(OC)c1OC	-1.6%

Some of the compounds tested, so the mix of outcomes need not match the whole.
